# PKM2 activator – qHTS Assay for Activators of Human Muscle isoform 2 Pyruvate Kinase; Pyruvate kinase PKM (Homo sapiens), P14618; purified PKM2, Kinase-Glo ATP luminescence, activation; response scale: 0% is enzyme alone, no compound; Potency, µM (titrated, usually from 57.5 µM), for inactives: at the highest dose activation, most hits filed as activators; 260,000 tested, 0.34% active; note: potency is the fitted concentration of half-maximal effect; % is set by controls: 0 for no effect and ±100 for the full control effect; nearly all actives have a fitted effect of over 55% in size
# Target sequence (P14618 whole entry, looked up, canonical isoform): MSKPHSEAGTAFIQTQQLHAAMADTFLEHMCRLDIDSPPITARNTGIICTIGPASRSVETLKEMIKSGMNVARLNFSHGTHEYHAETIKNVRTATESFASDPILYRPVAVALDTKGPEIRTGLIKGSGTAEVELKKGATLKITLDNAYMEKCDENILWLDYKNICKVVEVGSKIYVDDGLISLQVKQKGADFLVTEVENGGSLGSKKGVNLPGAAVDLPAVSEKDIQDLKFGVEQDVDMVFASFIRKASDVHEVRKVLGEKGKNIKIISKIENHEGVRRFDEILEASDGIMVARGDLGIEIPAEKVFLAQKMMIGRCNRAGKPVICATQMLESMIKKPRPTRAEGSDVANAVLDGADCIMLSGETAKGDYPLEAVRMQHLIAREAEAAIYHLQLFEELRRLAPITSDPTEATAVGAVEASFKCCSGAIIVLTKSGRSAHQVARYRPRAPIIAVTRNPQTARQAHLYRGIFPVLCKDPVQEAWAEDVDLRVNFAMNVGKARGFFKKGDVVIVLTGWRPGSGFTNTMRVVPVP
#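 Kinase-Glo luminescence reports ATP generated from ADP (0.1 mM) and PEP (0.5 mM) by purified hPK-M2 after 1 h at room temperature, pH 7.2 imidazole buffer; intermediate enzyme activity allows detecting inhibitors and activators.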
# VP16 counter – VP16 counterscreen qHTS for inhibitors of ROR gamma transcriptional activity | Drosophila S2 Gal4-VP16 UAS-luciferase, luminescence, 20 h | Potency, µM (titrated, usually from 53.6 µM), inactives show top-dose activity, negative = inhibition, usual class: inhibitors | 310,000 tested, 3.5% active | AID 2546, 2010;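 note: Gal4-VP16 expression switched on by copper sulfate through the metallothionein promoter; potency is the fitted concentration of half-maximal effect; % is set by controls: 0 for no effect and ±100 for the full control effect; nearly all actives have a fitted effect of over 50% in size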
# Menin MLL FP TR – qHTS Assay for Inhibitors Targeting the Menin-MLL Interaction in MLL Related Leukemias: Competition With Texas Red Labeled MLL-derived Mutant Peptide. AID 1768, 2009. Potency, µM (highest dose often 61.6 µM), for the others: at the top dose FP activity change, negative = inhibition, most hits filed as inhibitors. 270,000 tested, 0.23% active. Menin + Texas Red MLL mutant peptide, fluorescence polarization; active = well fitted inhibition curve with a large enough effect in the polarisation, with a control signal flat, not every such curve was filed as active; inconclusive = small, poorly fitted or top-dose-only effect, or effect the other way, or a change in a side signal; inactive = no such curve, though single readings can be large or run the other way; the % refers to the polarisation; note: potency is the fitted concentration of half-maximal effect; % of control where 0% means no effect; many of its hits are not listed in these tables
# NPC1 prom act – qHTS Assay for NPC1 Promoter Activators. Huh7 NPC1 promoter luciferase reporter, 24 h. Potency, µM (highest dose often 9.22 µM), without a hit: at the highest dose activation, most hits filed as activators. 320,000 tested, 2.4% active. AID 485313, 2010;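 note: potency is the fitted concentration of half-maximal effect; % of control where 0% means no effect; nearly all actives have a fitted effect of over 60% in size; reporter is driven by a mutant NPC1 promoter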
#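 Huh7 cells stably carrying NPC1 promoter–luciferase, plated in Opti-MEM with 10% FBS for 2 h, were exposed to compound in DMSO for 24 h at 37 °C; luciferase reagent was added for 10 min and luminescence read.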
# MBNL1 CUG block – qHTS Assay for Inhibitors of MBNL1-poly(CUG) RNA binding; TR-FRET MBNL1-His/biotin-(CUG)12 binding, 665/545 ratio; Potency, µM (titrated, usually from 57.5 µM), for the others: at the top dose activity change, negative = inhibition, usual class: inhibitors; 280,000 tested, 0.036% active; AID 2675, 2010; active = well fitted inhibition curve with a large enough effect in the signal ratio, with a control signal flat, not every such curve was filed as active; inconclusive = small, poorly fitted or top-dose-only effect, or effect the other way, or a change in a side signal; inactive = no such curve, though single readings can be large or run the other way; the % refers to the signal ratio; note: potency is the fitted concentration of half-maximal effect; % is set by controls: 0 for no effect and ±100 for the full control effect
#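 His-tagged MBNL1 binding to biotinylated (CUG)12 RNA was measured by TR-FRET using terbium anti-His antibody (0.055 ng/ul final) and streptavidin-XL665 (5 nM final). Compounds were titrated 92 nM to 58 uM; 60 min at room temperature.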
# KCNH2 3.1 inh – qHTS for Inhibitors of KCHN2 3.1: Mutant qHTS; Potassium voltage-gated channel subfamily H member 2, brain isoform KCNH2 3.1 (human); U2OS KCNH2 3.1, thallium flux FluxOr; hits give low values; activity change, % (tested at about 1.8 µM); 340,000 tested, 0.95% active; AID 720553, 2013;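 active = maximum activity change below -70%; inconclusive = maximum activity change from -70% to -50%; inactive = maximum activity change above -50%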;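 note: thallium influx rate constant from kinetic fluorescence after stimulation buffer; % is set by controls: 0 for no effect and ±100 for the full control effect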
#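 Thallium flux via FluxOr fluorescence (Red40 quencher, 45 min loading) in U2OS cells virally expressing the KCNH2 3.1 isoform (1.77 x 10^8 /mL virus, overnight at 37 C). Rate constants from 2-min kinetic reads post-stimulation, normalised to positive and negative controls.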
# RORg inh – qHTS for inhibitors of ROR gamma transcriptional activity; 310,000 tested, 5.4% active; Nuclear receptor ROR-gamma (Mus musculus), P51450; AID 2551, 2010; Potency, µM (doses to about 53.6 µM), for inactives: top-dose activity change, negative = inhibition, hits mostly inhibitors; Drosophila S2 Gal4-RORgamma UAS-luciferase reporter, 20 h; note: potency is the fitted concentration of half-maximal effect; % is set by controls: 0 for no effect and ±100 for the full control effect; nearly all actives have a fitted effect of over 60% in size
#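 Drosophila Schneider cells stably carrying a metallothionein-driven Gal4 DBD–ROR gamma fusion and a UAS-Photinus luciferase reporter were exposed to compound for 1 hr, then induced with copper sulfate (700 uM final) for 20 hr at ambient temperature before luminescence reading.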
# Mito fusion act – qHTS Assay for Small Molecule Inhibitors of Mitochondrial Division or Activators of Mitochondrial Fusion; S. cerevisiae fusion-defective mutant growth rescue, CellTiterGlo 48 h; 320,000 tested, 0.23% active; Potency, µM (series often up to 46.1 µM), for the others: top-dose growth rescue (activation), hits mostly activators;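 note: potency is the fitted concentration of half-maximal effect; % of control where 0% means no effect; nearly all actives have a fitted effect of over 45% in size; temperature-sensitive fusion mutants such as fzo1-1 at 37 °C on non-fermentable ethanol glycerol medium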
#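 Compounds are tested for their ability to restore growth of mitochondrial fusion-defective yeast strains at non-permissive 37C in YPEG medium over 48 hours. Viability is quantified by luciferase luminescence.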
# FLuc modulator – qHTS profiling assay for firefly luciferase inhibitor/activator using purifed enzyme and Km concentrations of substrates (counterscreen for miR-21 project); 360,000 tested, 6.9% active; AID 588342, 2011; Luciferin 4-monooxygenase (Photinus pyralis), P08659; purified FLuc, Km substrates, luminescence inhibition; Potency, µM (top dose mostly 57.5 µM), for the others: at the highest dose activity change, negative = inhibition, actives largely listed as inhibitors;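 note: potency is the fitted concentration of half-maximal effect; plate controls were vehicle for no effect and reference inhibitor for full effect; nearly all actives have a fitted effect of over 55% in size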
# Target sequence (P08659 whole entry, looked up): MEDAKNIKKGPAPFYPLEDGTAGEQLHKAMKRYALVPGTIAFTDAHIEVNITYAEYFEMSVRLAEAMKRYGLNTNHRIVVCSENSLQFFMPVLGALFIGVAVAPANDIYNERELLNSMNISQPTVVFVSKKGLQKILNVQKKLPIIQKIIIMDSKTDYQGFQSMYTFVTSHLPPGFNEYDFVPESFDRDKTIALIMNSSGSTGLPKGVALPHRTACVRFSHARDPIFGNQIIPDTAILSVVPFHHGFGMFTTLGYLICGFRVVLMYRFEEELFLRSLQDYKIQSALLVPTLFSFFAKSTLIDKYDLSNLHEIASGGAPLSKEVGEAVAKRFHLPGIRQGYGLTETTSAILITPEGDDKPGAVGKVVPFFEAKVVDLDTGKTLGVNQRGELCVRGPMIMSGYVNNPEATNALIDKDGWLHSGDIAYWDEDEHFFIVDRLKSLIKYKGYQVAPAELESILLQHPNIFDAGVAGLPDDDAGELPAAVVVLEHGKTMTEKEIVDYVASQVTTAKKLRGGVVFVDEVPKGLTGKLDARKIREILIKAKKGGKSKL
#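 Purified P. pyralis luciferase (10nM final) with 10uM D-luciferin and 10uM ATP (Km levels) in 50mM Tris acetate pH 7.5, 10mM Mg acetate, 0.01% Tween-20, 0.05% BSA; qHTS 6-point titration, ~60 µM downward; luminescence read.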
# ELG1 repair inh – qHTS screen for small molecules that inhibit ELG1-dependent DNA repair in human embryonic kidney (HEK293T) cells expressing luciferase-tagged ELG1; HEK293T ELG1-luciferase reporter, luminescence, 16 h; DNA damage induced by 5-fluorouridine; Potency, µM (highest dose often 46.1 µM), for inactives: at the top dose activity change, negative = inhibition, hits mostly inhibitors; 330,000 tested, 2.3% active; note: potency is the fitted concentration of half-maximal effect; % is set by controls: 0 for no effect and ±100 for the full control effect; nearly all actives have a fitted effect of over 55% in size
#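 In this reporter screen, reduction of luminescence relative to DMSO vehicle indicated activity. Compounds and 5-fluorouridine were added together to 2,000 cells per well, incubated for 16 hr at 37 °C, then developed with ONE-Glo.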
# Rab9 prom act – qHTS Assay for Rab9 Promoter Activators; Huh7 Rab9 promoter-luciferase reporter, luminescence, 24 h; Potency, µM (series often up to 9.22 µM), for the others: at the top dose activation, negative = inhibition, actives largely listed as activators; 320,000 tested, 2.8% active; AID 485297, 2010; note: potency is the fitted concentration of half-maximal effect; % of control where 0% means no effect; nearly all actives have a fitted effect of over 60% in size
#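 Cell-based reporter: Huh7 stable for Rab9 promoter-driven luciferase, plated in reduced-serum medium with 10% FBS at 1500 cells/well, compound-treated 24 h at 37 °C, luminescence read after 10 min reagent.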
# * marks the source's active call; other numbers are inactive results; ? = inconclusive; . = not tested or not shown. Unless noted, calls come from the whole dose curve; as a rule, active = well fitted curve in the direction sought with a large enough effect; inconclusive = small, poorly fitted or top-dose-only effect, or another doubt; inactive = no such curve, though single readings can be large; an effect the other way counts as inactive or inconclusive. Some of the compounds tested; count on the stated rates, not on these rows.
SMILES,PKM2 activator,VP16 counter,Menin MLL FP TR,NPC1 prom act,MBNL1 CUG block,KCNH2 3.1 inh,RORg inh,Mito fusion act,FLuc modulator,ELG1 repair inh,Rab9 prom act
O=C(CSc1nnc(-c2ccco2)o1)N1c2ccccc2CCc2ccccc21,-6%,3%,-12%,-3%,1%,2,1%,26%,-2%,12µM*,0%
O=C(COC(=O)/C=C/c1ccccc1)NCCC1=CCCCC1,-12%,7%,-18%,-2%,-3%,6,10%,19%,5%,8%,0%
O=C1C(=O)N(C/C=C/c2ccccc2)c2ccccc21,.,7%,8%,-6%,?,-13,6%,-13%,-6%,?,0%
N#CC1(NC(=O)COC(=O)c2nc(Cl)c(Cl)c(N)c2Cl)CCCCC1,.,.,.,-3%,.,-23,.,0%,-1%,?,2%
CC1Sc2ccc(C(=O)NCc3cccc(C(F)(F)F)c3)cc2NC1=O (stereo unspecified),.,.,.,-3%,.,-1,.,1%,.,0%,1%
COc1ccc2oc(C(=O)N(C)Cc3ccc(OC(F)F)cc3)c(C)c2c1,-4%,24%,.,2%,-5%,-29,-10%,-6%,-21%,9%,0%
CC(=O)N[C@@H](Cc1c[nH]c2ccccc12)C(=O)NCc1ccccc1,-1%,-5%,0%,1%,-2%,-13,-2%,-2%,3%,22%,3%
COc1ccc(C(C)=O)cc1CC(=O)Nc1ccccc1-c1ccccc1,13%,2%,-16%,-2%,-2%,2,22%,15%,0%,12µM*,-2%
CCOC(=O)N1CCC(NC(=O)CSCc2nc(-c3ccc(OC)cc3)oc2C)CC1,.,-6%,-16%,-2%,-2%,12,-42%,18%,-1%,-25%,-4%
Cc1c(NS(=O)(=O)c2ccc3c(c2)c(=O)n(C)c(=O)n3C)c(=O)n(-c2ccccc2)n1C,-1%,-13%,2%,0%,-1%,-5,20%,0%,0%,-1%,-1%
Cc1cc(NC(=O)CSc2nnc(C(C)N(C)C)n2Cc2ccccc2)no1 (stereo unspecified),-1%,2%,1%,-2%,3%,9,-40%,-3%,8%,-1%,3%
COc1cccc(N/C(SCc2ccccc2F)=C(/C#N)C(=O)NCc2cccs2)c1,3%,4%,-10%,0%,-5%,-35,-14%,-1%,-3%,-16%,-1%
CC1CCCN(C(=O)c2ccc3c(c2)C(=O)N(CCC2=CCCCC2)C3=O)C1 (stereo unspecified),5%,-9%,-13%,-5%,16%,2,?,-10%,2%,-3%,-3%
COc1cccc(S(=O)(=O)Nc2ccc(C(=O)N3CCOCC3)cc2)c1,20%,1%,13%,-3%,-6%,.,-2%,17%,-1%,6%,-2%
CN(CC(=O)Nc1ccccc1Cl)C(=O)CSc1nncn1C,.,.,.,-1%,.,1,.,-2%,-1%,?,3%
COc1ccc(C2=CSC3=C(C(=O)c4cccc(S(=O)(=O)N(C)C)c4)CCN23)cc1,15%,4%,-7%,-1%,9%,-8,3%,-2%,?,-8%,-2%
O=C(Nc1ccc2ncccc2c1)c1ccccc1Br,1%,-2%,17%,?,-1%,-2,9%,-1%,12µM*,?,2.8µM*
O=C(Nc1ccncc1)Nc1ccccn1,-3%,2%,5%,1%,5%,-5,3%,4%,-13%,25%,5%
COc1ccc(S(=O)(=O)N(CC(=O)NC2CCCCC2)c2ccc(F)cc2)cc1,-1%,?,.,-1%,-3%,-8,-30%,0%,5%,?,6%
Cc1ccc(OCC(=O)N/N=C\c2ccncc2)c(C)c1,1%,3%,-1%,-1%,.,6,-4%,2%,?,-3%,-1%
Cc1nnc(NC(=O)c2cc3n(n2)C(C(F)(F)F)CC(C2CC2)N3)s1 (stereo unspecified),-2%,3%,?,-1%,4%,0,-3%,5%,-3%,-1%,1%
COC(=O)c1ccc2c(=O)[nH]c(COC(=O)c3c(-c4ccccc4)noc3C)nc2c1,.,.,.,-6%,.,0,.,-1%,1%,?,-4%
COc1ccc(C)cc1NC(=O)NC1CCCCCCC1,2%,4%,.,-2%,1%,-4,5%,0%,15µM*,4%,0%
O=C(COc1ccc(S(=O)(=O)N2CCOCC2)cc1Cl)N1CCCC1,3%,6%,4%,-4%,3%,3,-2%,-2%,1%,-1%,-3%
COc1ccc(/C=N/NC(=O)CCn2cnc(-c3ccccc3)c2-c2ccccc2)cc1,-4%,-21%,11%,-22%,4%,-10,?,-13%,-1%,?,-26%
Cc1ccc(CN(C)C(=O)c2ccc3c(c2)NC(=O)CS3)o1,?,1%,.,2%,-5%,-8,-9%,-2%,1%,-6%,-10%
CC(C)Oc1ccc(C2CC(=O)NC2=O)cc1 (stereo unspecified),-4%,-4%,-6%,-3%,1%,6,-17%,-1%,6%,2%,-4%
CCc1ccc(N/C(SC)=C(/C#N)C(N)=O)cc1,-1%,-2%,-24%,8%,-2%,-10,33%,5%,-13%,3%,0%
CCOc1ccc(/C=C/C(=O)OCC(=O)c2ccccc2OC)cc1OC,.,.,.,9%,.,-8,.,-8%,-2%,-12%,-1%
c1ccc(-c2cnc(CN3CCN(c4ccccc4)CC3)o2)cc1,.,1%,-12%,-3%,4%,10,14%,15%,-1%,-3%,-1%

# Part of the list above, showing only FLuc modulator and KCNH2 3.1 inh.
compound	FLuc modulator	KCNH2 3.1 inh
CC(C)Oc1ccc(C2CC(=O)NC2=O)cc1 (stereo unspecified)	6%	6
CCc1ccc(N/C(SC)=C(/C#N)C(N)=O)cc1	-13%	-10
COC(=O)c1ccc2c(=O)[nH]c(COC(=O)c3c(-c4ccccc4)noc3C)nc2c1	1%	0

# The list goes on.
SMILES,PKM2 activator,VP16 counter,Menin MLL FP TR,NPC1 prom act,MBNL1 CUG block,KCNH2 3.1 inh,RORg inh,Mito fusion act,FLuc modulator,ELG1 repair inh,Rab9 prom act
Nc1c(C(=O)NC2CCCCC2)nsc1C(=O)OCC(=O)NC1CCCCC1,-2%,?,-4%,-11%,?,-6,?,1%,-6%,?,-11%
COc1ccc(C(=O)N(C)Cc2ccon2)cc1OC1CCN(C(C)C)CC1,4%,-1%,.,1%,-3%,-2,-2%,-3%,4%,24%,2%
O=S(=O)(NCc1cccc(C(F)(F)F)c1)NCc1ccccc1F,-4%,-1%,0%,-12%,.,.,6%,-10%,0%,-8%,-1%
COc1ccc(-c2noc(COc3ccc4c(c3)OCO4)n2)cc1OC,0%,-4%,5%,-5%,3%,-1,9%,5%,?,-16%,-1%
CC(Oc1ccc(Cl)cc1Cl)C(=O)NNC(=O)C(=O)N1CCCCC1 (stereo unspecified),1%,1%,-2%,-1%,2%,-1,1%,-2%,-1%,15%,4%
CCC(C)(C(=O)NC1CCCCC1)N(Cc1ccco1)C(=O)c1ccc2c(c1)OCO2 (stereo unspecified),1%,10%,1%,-4%,6%,15,-33%,6%,1%,0%,-1%
CC(OC(=O)CN1C(=O)COc2ccccc21)C(=O)NCc1ccc(F)cc1 (stereo unspecified),.,-9%,.,3%,-1%,?,7%,3%,0%,?,3%
